AmpC inh det: blocks E. coli AmpC beta-lactamase in presence of detergent; purified AmpC, nitrocefin hydrolysis with detergent; Potency, µM (doses to about 28.7 µM), without a hit: top-dose activity change, negative = inhibition; 71,000 compounds, 0.09% hits; AID 584; active = well fitted curve in the direction sought with a large enough effect
Target sequence (P00811 whole entry, looked up): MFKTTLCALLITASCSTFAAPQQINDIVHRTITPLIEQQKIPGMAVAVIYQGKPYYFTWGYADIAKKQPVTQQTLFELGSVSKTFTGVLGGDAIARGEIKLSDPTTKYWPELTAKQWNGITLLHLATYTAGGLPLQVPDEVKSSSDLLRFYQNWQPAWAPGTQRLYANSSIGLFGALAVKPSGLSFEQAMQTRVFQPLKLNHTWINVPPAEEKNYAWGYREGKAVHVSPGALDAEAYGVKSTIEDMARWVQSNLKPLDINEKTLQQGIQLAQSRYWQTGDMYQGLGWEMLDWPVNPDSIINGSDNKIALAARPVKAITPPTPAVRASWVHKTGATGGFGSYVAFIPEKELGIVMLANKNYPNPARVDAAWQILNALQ
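E. coli AmpC (5.3 nM) in 20 mM phosphate pH 7.0 with 0.01% Triton X-100, preincubated 15 min RT with compound; nitrocefin (2 uL of 800 uM stock) hydrolysis followed by 480 nm absorbance every 20 s over 4 min.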
An asterisk follows results filed as active; [ ] = remark or other dose. % is scaled to controls: 0 for no effect and ±100 for the full control effect; potency is read from the fitted curve at half-maximal effect.

SMILES | AmpC inh det
CCOc1ccc(NC(=O)c2ccncc2)cc1 | -1%
COc1cc2c(cc1O)CCN[C@H]2C | 0%
CCn1cc(SCC(=O)NCc2ccc3c(c2)OCO3)c2ccccc21 | 9%
CC(C)C(=O)Nc1nnc(Cc2ccccc2)s1 | -4%
CCOC(=O)C1CCN(CC(=O)c2c(C)[nH]c3cc(C)ccc23)CC1 | -4%
O=C(NC1CCCCC1)N(Cc1nc2ccccc2c(=O)[nH]1)C1CCCC1 | -1%
CC(C)(C)NC(=O)CSc1nc(O)cc(=O)n1-c1ccccc1F | -2%
COC(=O)c1cnc2c(C(F)(F)F)cccc2c1OC | -2%
Cc1ccc(CNC(=O)CN(C)S(=O)(=O)c2cccc3nsnc23)cc1 | 8%
CC(=O)n1cc(Nc2ccccc2C(=O)O)c2ccccc21 | -1%
Cc1[nH]c(=O)c(C#N)cc1-c1ccncc1 | -1%
CCc1nnc(NC(=O)c2nc3nccc(C)n3n2)s1 | 6%
COc1ccc(-c2nc3cnc(N(C)C)nc3n(CCC#N)c2=O)cc1 | 0%
Cc1ccc2cc(CN(CCN3CCCC3)C(=O)Nc3ccccc3)c(=O)[nH]c2c1C | 12%
O=C(O)C1=CCCN(CCOC(c2ccc(C(F)(F)F)cc2)c2ccc(C(F)(F)F)cc2)C1 | -4%
O=C1Nc2ccccc2C(O)(C(=O)NC2CC2)N1c1ccc(Cl)c(Cl)c1 (stereo unspecified) | -1%
Clc1ccc(Cl)c(SCCCN2CCNCC2)c1 | 1%[5.75 µM]
CCOC(=O)c1cnn(-c2sc(C(=O)OCC)c(C)c2C(=O)OCC)c1N | 11%
Nc1ccc(F)cc1F | 10%
CCOC(=O)N1CCC(Nc2ncnc3c2cnn3-c2ccccc2)CC1 | -4%

The list goes on; it opens with the 4 that closed the last part.
SMILES | AmpC inh det
Clc1ccc(Cl)c(SCCCN2CCNCC2)c1 | 1%[5.75 µM]
CCOC(=O)c1cnn(-c2sc(C(=O)OCC)c(C)c2C(=O)OCC)c1N | 11%
Nc1ccc(F)cc1F | 10%
CCOC(=O)N1CCC(Nc2ncnc3c2cnn3-c2ccccc2)CC1 | -4%
CS(=O)(=O)N(CC(=O)NC1CC2CCC1C2)c1cccc(C(F)(F)F)c1 (stereo unspecified) | 0%
CCOCCCN(C(=O)CNC(=O)c1ccco1)C(C(=O)NC1CCCC1)c1ccccc1C (stereo unspecified) | 8%
Cc1cc2n(n1)C(c1ccccc1Cl)Nc1ccccc1-2 (stereo unspecified) | 2%
Cc1cc(NC(=O)c2cc(-c3ccco3)on2)no1 | -4%
CCOc1ccc(C2CC(c3cccc(C)c3)n3ncnc3N2)cc1 (stereo unspecified) | 13%
O=C(NC[C@@H](O)CO)c1c(I)c(C(=O)NC[C@@H](O)CO)c(I)c(N(CCO)C(=O)CO)c1I | 20%[12.8 µM]
CS(=O)(=O)N1CCC[C@@]2(CCN(Cc3nccs3)C2)C1 | -7%
COc1cccc(-n2nnc3c(=O)n(CC(=O)OCc4ccccc4)cnc32)c1 | -6%
Cc1cnc(CNc2ncnc3ccc(-c4ccccc4C#N)cc23)cn1 | 10%
CCOC(=O)Nc1cccc(OCC(=O)Nc2ccccc2OC)c1 | -3%
CCC(C)SCc1nc2ccccc2[nH]1 (stereo unspecified) | -4%
COc1ccccc1NC(=O)CN1CCN(CC(=O)Nc2ccc(F)cc2)CC1 | -4%
Cc1cnc(CNc2cc(-c3ccccc3C(F)(F)F)ncn2)cn1 | 13%
COC(=O)CCC(=O)COc1ccc(OC)cc1C#N | -3%
COc1cccc(C(=O)N2CCN(Cc3ccc4c(c3)OCO4)CC2)c1OC | -1%
CN(C)CCCNC(=O)c1ccc2[nH]c3ccccc3c2c1 | 11%
COc1ccc(N(CC(=O)N2CCN(c3ccccc3)CC2)S(=O)(=O)c2c(C)noc2C)cc1 | 13%
Cc1ccccc1Cn1c(C(C)O)nc2ccccc21 (stereo unspecified) | -1%
Cc1ccc(CC2CC(=O)N(c3ccc(Cl)cn3)C2=O)cc1 (stereo unspecified) | -1%
CC1CCC2(CC1)NC(=O)c1ccccc1O2 (stereo unspecified) | -3%

Quoted at random: three records from the list.
SMILES | AmpC inh det
Cc1ccccc1Cn1c(C(C)O)nc2ccccc21 (stereo unspecified) | -1%
CCOc1ccc(C2CC(c3cccc(C)c3)n3ncnc3N2)cc1 (stereo unspecified) | 13%
CCC(C)SCc1nc2ccccc2[nH]1 (stereo unspecified) | -4%

Additional structures
SMILES | AmpC inh det
CCCc1[nH]nc2c1C(CCC)C(C#N)=C(N)O2 (stereo unspecified) | -2%
CCCCNC(=O)NS(=O)(=O)c1ccc(C)cc1 | 10%
CCCCN(C)S(=O)(=O)c1ccc(C(=O)Nc2nnc(-c3cccs3)o2)cc1 | -1%
Nc1ccc(CCS(N)(=O)=O)cc1 | 0%
O=C(NCCCN1CCCC1=O)c1ccc2c(=O)n(Cc3ccco3)c(=S)[nH]c2c1 | 7%
CCc1ccc(S(=O)(=O)NCc2cn3ccccc3n2)s1 | -4%
COc1ccc(NC(=O)N2CC[C@@]3(CCCN(C(C)=O)C3)C2)cc1 | 2%
O=C(c1ccncc1)N1CCC2(CC1)CCN(c1ccc(-c3ccccc3)cc1)CC2 | -1%
CN=C1SC(CC(=O)Nc2cccc(C(F)(F)F)c2)C(=O)N1C (stereo unspecified) | -4%
Cc1csc2nc(CNC(=O)CCC(=O)O)cn12 | 10%
c1ccc2c(CC3NCCN3)cccc2c1 | -3%[5.75 µM]
Cc1ccc(NC(=O)CCN2C(=O)c3ccncc3C2=O)cc1 | -2%
O=C(CCCCCn1c(=S)[nH]c2cc3c(cc2c1=O)OCO3)N1CCN(C2CCCCC2)CC1 | -6%
Cc1cc(N)ccc1NC(=O)c1ccccc1 | -3%
CCCNS(=O)(=O)c1ccc(CCC(=O)NCc2ccc3c(c2)OCO3)cc1 | -3%
CCc1c(C)nc2ncnn2c1N1CCCC(C(=O)NCc2ccc3c(c2)OCO3)C1 (stereo unspecified) | 1%
COCCCNC(=O)CN1C(=O)c2ccccc2C1=O | -2%
CC(C)OC(=O)CSc1nc2ncc(Cl)cc2[nH]1 | 1%
O=S(=O)(NCCN1CCCC1)c1cccc2cccnc12 | 16%
Nc1nc(SCc2ccccc2)ns1 | -4%

Molecules from the list above that contain fluorine (eight):
SMILES | AmpC inh det
CC(C)(C)NC(=O)CSc1nc(O)cc(=O)n1-c1ccccc1F | -2%
COC(=O)c1cnc2c(C(F)(F)F)cccc2c1OC | -2%
O=C(O)C1=CCCN(CCOC(c2ccc(C(F)(F)F)cc2)c2ccc(C(F)(F)F)cc2)C1 | -4%
Nc1ccc(F)cc1F | 10%
CS(=O)(=O)N(CC(=O)NC1CC2CCC1C2)c1cccc(C(F)(F)F)c1 (stereo unspecified) | 0%
COc1ccccc1NC(=O)CN1CCN(CC(=O)Nc2ccc(F)cc2)CC1 | -4%
Cc1cnc(CNc2cc(-c3ccccc3C(F)(F)F)ncn2)cn1 | 13%
CN=C1SC(CC(=O)Nc2cccc(C(F)(F)F)c2)C(=O)N1C (stereo unspecified) | -4%

Individual results from the results shown:
Cc1cc(N)ccc1NC(=O)c1ccccc1 in AmpC inh det → -3%
CS(=O)(=O)N(CC(=O)NC1CC2CCC1C2)c1cccc(C(F)(F)F)c1 (stereo unspecified) in AmpC inh det → 0%
CCOc1ccc(NC(=O)c2ccncc2)cc1 in AmpC inh det → -1%

(next part)
SMILES | AmpC inh det
Cc1ccc(S(=O)(=O)N(c2ccccc2)C2CCS(=O)(=O)C2)cc1 (stereo unspecified) | 7%
CCOC(=O)CCCNS(=O)(=O)c1c(C)ccc2nsnc12 | 7%
Cc1cccc(OCC(=O)N2CCN(C(=O)c3cccs3)CC2)c1 | -1%
C(#Cc1ccc(C#CCN2CCOCC2)cc1)CN1CCOCC1 | 6%
CC(C)(C)NC(=O)NC(=O)COC(=O)c1ccco1 | 16%
N#Cc1ccc2ccn(CC(=O)NC3CCCCCC3)c2c1 | 11%
O=S(=O)(NCc1ccco1)c1cccc(S(=O)(=O)N2CCOCC2)c1 | -1%
COc1cccc(OCC(=O)N(Cc2nc(-c3ccc(Cl)cc3)no2)C(C)C)c1 | 10%
COc1cc2cc(C(c3nnnn3C3CCCC3)N3CCc4ccccc43)c(=O)[nH]c2cc1OC (stereo unspecified) | 20%
CCC(C)N(CC(=O)NCc1ccc(OC)cc1)C(=O)c1csnn1 (stereo unspecified) | -2%
COc1ccc(Cn2nnnc2C(c2ccccn2)N2CCN(c3cc(Cl)ccc3C)CC2)cc1 (stereo unspecified) | 1%
N#Cc1nc(-c2ccc(OCc3ccccc3)cc2)oc1NCCN1CCOCC1 | 9%
COc1ccc(C2CC(C(F)(F)F)n3ncc(C(=O)O)c3N2)cc1OC (stereo unspecified) | 4%
Cc1cc(C)n(-c2nc3ccccc3n3cnnc23)n1 | 18%
Cc1ccc(S(=O)(=O)n2ccnc2)cc1C | -3%
CN(C(=O)c1ccco1)C1(c2ccccc2Cl)CCCCC1=O (stereo unspecified) | -1%
O=S(=O)(c1ccc(S(=O)(=O)N2CCCC2)cc1)N1CCCCCC1 | 1%
CCOC(=O)Cc1cnc(NC(=O)Cn2nnc(-c3ccc(OCC)cc3)n2)s1 | 14%
COCCn1c(SCC(=O)Nc2nnc(C)s2)nnc1-c1cc2ccccc2cc1O | 0%
Cn1c(=O)[nH]c(=O)c2c1nc(CN1CCOCC1)n2CCCc1ccccc1 | 9%
O=C(O)CCC(=O)Nc1ccc(N2CCCCCC2)cc1 | -3%
CCCn1c(SCc2nc(-c3cccs3)no2)nnc1-c1ccncc1 | -5%
CC(=O)Nc1nc(=O)c2ccccc2s1 | 11%
COC(=O)c1ccccc1NC(=O)C1CCN(S(=O)(=O)c2cc(C)ccc2OC)CC1 | 1%
Cc1ccc(OCC(=O)Nc2ccc(O)c(-c3nc4ccccc4o3)c2)cc1 | -6%
Nc1nc(C2CC2)c(Sc2sc(N)nc2C2CC2)s1 | -5%
CC(C)Cn1c(-c2ccc(Cl)cc2)cnc1SCC(=O)N1CCOCC1 | 10%
COc1cc2c(cc1O)[C@@H](c1cc(O)c(O)c(OC)c1)[C@@](O)(C(=O)O)[C@@H](CO)[C@@H]2O | -5%[5.75 µM]
CCc1nn(CC(=O)NCCCN(CC)Cc2ccccc2)c(=O)c2cc3sccc3n12 | 12%
O=C1c2ccccc2NC(c2cccc(F)c2)N1Cc1ccco1 (stereo unspecified) | -2%
CCn1c2ccccc2c2nnc(SCC(=O)NC(CC(C)C)C(=O)OC)nc21 (stereo unspecified) | -7%
C=C(Cl)COC(=O)[C@H]1C2C=CC(C2)C1C(=O)O (stereo partly specified) | -9%
Cc1nn(C)c(C)c1N=Cc1c(O)ccc2ccccc12 | -3%
O=C(Cc1ccccc1)N1CCCC(c2nc(-c3cccs3)no2)C1 (stereo unspecified) | 1%
CCCOC(=O)C1C2C=CC3(CN(c4cccc(Cl)c4)C(=O)C13)O2 (stereo unspecified) | 14%
CCOC(=O)c1c(N)nn(C(=O)CC)c1-c1ccccc1 | -7%
CCOC(=O)C(NC(=O)Nc1ccc(F)cc1)(OCC)C(F)(F)F (stereo unspecified) | 0%
COC(=O)Nc1ncc(CN2CCc3ccccc3C2)s1 | -5%
O=C(COc1ncnc2sccc12)N1CCc2ccccc2C1 | 3%
Cc1nc(CNS(=O)(=O)c2ccccc2F)cs1 | 9%
O=C(NCc1ccco1)c1cccc(S(=O)(=O)N2CCOCC2)c1 | -2%
COC(=O)c1ccc(Cn2nc(C)c(Br)c2C)cc1 | -1%
O=S(=O)(c1ccc(Br)s1)N1CCCCC1 | -4%
CCn1cc(C(=O)N2CCCCC2)c(=O)c2cc(S(=O)(=O)N3CCC(C)CC3)ccc21 | -2%
O=C1CCc2cc(S(=O)(=O)NC(C(=O)NCc3cccnc3)c3ccccc3)ccc2N1 (stereo unspecified) | 12%
Cc1cc(NC(=O)Nc2cccs2)no1 | -1%
CCOc1ccc(C(=O)OCc2nnc(-c3cccs3)o2)cc1OC | -6%
COC(=O)Cc1c(C)nc2nc[nH]n2c1=O | -4%
O=C(NCc1ccc2c(c1)OCO2)c1nnc(Cc2ccc(F)cc2)o1 | 10%
CCN(CC)C(=O)CSc1nc2ncc(Br)cc2[nH]1 | -2%
CCOc1ccc(N2CC(C(=O)OC)CC2=O)cc1 (stereo unspecified) | -3%
Cc1c(NC(=O)C(C)OC(=O)C(NC(=O)c2ccco2)C(C)C)c(=O)n(-c2ccccc2)n1C (stereo unspecified) | -8%
Cc1ccc(N(CC(=O)NCc2ccco2)S(=O)(=O)c2ccccc2)cc1 | 5%
Cc1ccc(S(=O)(=O)Nc2ccccc2CNc2c(C)n(C)n(-c3ccccc3)c2=O)cc1 | -3%
Cc1ccc(S(=O)(=O)NC2CCOC(C)(C)C2)cc1 (stereo unspecified) | -4%
COc1cccc(CNn2cnnc2)c1OCc1ccccc1F | -2%
COc1ccc(C(=O)CSc2nnc(-c3cccnc3)n2Cc2ccco2)cc1 | -2%
O=c1c(CCc2ccccc2)nc2cnc(Oc3ccccc3)nc2n1C1CC1 | 0%
O=C(OCC(=O)N1CCc2ccccc21)c1ccc[n+]([O-])c1 | 1%
Clc1ccc(CSCc2ccc(Cl)cc2Cl)c(Cl)c1 | -3%[5.75 µM]
CCOC(=O)N1CCN(C(=O)c2cnc(Nc3ccccc3OC)c3ccccc23)CC1 | -4%
Cc1nn(C)c(C)c1CNC(=O)c1cnn2c1NC(c1ccccc1)CC2C(F)(F)F (stereo unspecified) | 0%
CS(=O)(=O)N(CC(=O)N1CCCCCC1)c1ccc(Br)cc1 | -3%

Screening results: PubChem BioAssay, National Center for Advancing Translational Sciences (NCATS)

This is a subset. The share of hits here may be higher or lower than overall.
